Compound activity as filed in PubChem.
OX1R antag-1: OX1R (HCRTR1) antagonists, primary screen, fluorescence, CHO/OX1R cells, Fluo-8 calcium, orexin A; AID 434989, 2010; Fluo-8 calcium fluorescence; inhibition, % at 5 µM; Orexin/Hypocretin receptor type 1 (Homo sapiens), O43613; 330,000 tested, 0.43% active;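 active means inhibition above its plate's threshold, mean inhibition of all tested compounds on the plate plus 3 SD, cut at about 37% in these data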;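 further: 0% = orexin A challenge wells and 100% = SB-334867-A antagonist wells; not every result past the cut was called active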
Target sequence (O43613 whole entry, looked up): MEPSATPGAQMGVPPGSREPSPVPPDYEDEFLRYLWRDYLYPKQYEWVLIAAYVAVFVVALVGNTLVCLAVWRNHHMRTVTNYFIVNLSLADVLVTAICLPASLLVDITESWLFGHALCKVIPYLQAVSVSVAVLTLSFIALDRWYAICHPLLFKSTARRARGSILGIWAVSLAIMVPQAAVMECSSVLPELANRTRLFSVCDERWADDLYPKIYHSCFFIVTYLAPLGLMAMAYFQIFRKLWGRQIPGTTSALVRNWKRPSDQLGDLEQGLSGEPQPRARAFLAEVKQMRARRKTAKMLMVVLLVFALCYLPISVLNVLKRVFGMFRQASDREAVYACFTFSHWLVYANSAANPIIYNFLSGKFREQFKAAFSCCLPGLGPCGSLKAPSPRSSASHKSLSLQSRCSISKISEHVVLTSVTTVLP
OX1R antag-2: antagonists of human orexin 1 receptor (OX1R); Orexin/Hypocretin receptor type 1 (Homo sapiens), O43613; OX1R-expressing cells, FRET antagonist read-out; inhibition, % at 6.6 µM; 330,000 tested, 1.8% active; AID 485270, 2010; in the data active means inhibition mostly above about 38%, no sharp cut-off; inactive means mostly below about 40%;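 further: 0% = agonist challenge alone and 100% = reference antagonist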
An asterisk follows results filed as active; & = joins results of further samples. The order is random. Share with any hit: about 2%.

SMILES	OX1R antag-1	OX1R antag-2
O=C(NCc1ccccc1Cl)C1CCC(=O)N(C2CC2)C1 (centres undefined)	-10	6
CCc1ccc(Nc2n[n+](-c3ccccc3)c(-c3ccc(OC)c(Br)c3)s2)cc1	-10	3
CCOc1ncccc1C(=O)N1CCN(c2cc(Cl)ccc2C)CC1	-22	16
COc1ccc(-c2ncncc2-c2csc(C)n2)c(O)c1OC	-15	23
CCOc1ccccc1OCCCC(=O)Nc1nc2ccccc2[nH]1	-18	33
CC(C)(C)NC1=CC(=O)OC12CCCCC2	1	9
Cc1cccc(-n2c(Cc3cc(=O)[nH]c(=O)[nH]3)nnc2SCC(=O)N2CCc3ccccc32)c1	-5	28
Cn1cnnc1SC1c2cccc3cccc(c23)C1NS(=O)(=O)c1ccccc1 (centres undefined)	-28	45
CNc1nc(-c2ccccn2)nnc1-c1ccccc1	-13	16
COc1ccc(CNC(=O)Cn2cccc2C(=O)c2ccccc2C)cc1	-21	22
CC(=O)SCC(C)C(=O)NCc1ccccc1 (centres undefined)	-20	4
COc1ccccc1OCC(=O)N/N=C1/C=C(C)CC1	-10	27
O=C(c1[nH]nc2c1CCc1ccccc1-2)N1CCN(Cc2ccc3c(c2)OCO3)CC1	-2	18
COc1ccc(-c2cc(OC(=O)c3ccc(F)cc3)c3c(C)oc(C)c3c(=O)c2)cc1	-23	16
COc1ccc(C2c3c(c(C)c(C)oc3=O)Oc3c(C)c(C)oc(=O)c32)cc1	-7	2
CCOC(=O)C1CCCN(C(=O)c2ccc(S(=O)(=O)Nc3ccccc3OC)cc2)C1 (centres undefined)	-13	12
CCOC(=O)c1cccc(NC(=O)c2ccc(NC(=O)C3CCCO3)cc2)c1 (centres undefined)	-23	10
O=C(COC(=O)C(c1ccccc1)c1ccccc1)NCc1ccco1	-17	18
CCOc1ccc2[nH]c(=O)c(CN(Cc3cccs3)Cc3nnnn3C(C)(C)CC)cc2c1	-14	7
CCOc1ccc(S(=O)(=O)N2CCN(Cc3ccco3)CC2)cc1	-9	14
CCc1nc(NC(=O)NS(=O)(=O)c2ccccc2C(=O)OC)nc(OC)n1	-11	26
CN(C)c1ccc(C(CNC(=O)COc2ccc(Cl)cc2)N2CCCC2)cc1 (centres undefined)	-19	9
N#CCCN(C(=O)CSc1nc(-c2ccccc2)cn1N)c1ccc(F)cc1	-29	7
O=C(Cc1ccc([N+](=O)[O-])cc1)Nc1cccc(C(=O)N2CCCC2)c1	-3	11
CN(Cc1ccc(Br)cc1)C(=O)CCN1C(=O)c2cccc([N+](=O)[O-])c2C1=O	-16	13

Brought forward from above: 5 compounds, followed by the next part.
SMILES	OX1R antag-1	OX1R antag-2
CCc1nc(NC(=O)NS(=O)(=O)c2ccccc2C(=O)OC)nc(OC)n1	-11	26
CN(C)c1ccc(C(CNC(=O)COc2ccc(Cl)cc2)N2CCCC2)cc1 (centres undefined)	-19	9
N#CCCN(C(=O)CSc1nc(-c2ccccc2)cn1N)c1ccc(F)cc1	-29	7
O=C(Cc1ccc([N+](=O)[O-])cc1)Nc1cccc(C(=O)N2CCCC2)c1	-3	11
CN(Cc1ccc(Br)cc1)C(=O)CCN1C(=O)c2cccc([N+](=O)[O-])c2C1=O	-16	13
O=C(CSc1nnc(COc2ccccc2F)n1-c1ccccc1)NC1CCS(=O)(=O)C1 (centres undefined)	-12	10
CCNc1nc(NC(C)C)nc(Oc2ccc(OCCOc3ccc(C)cc3)nn2)n1	-35	16
O=C(Nc1cccc(F)c1)c1sc(Cl)nc1-c1ccccc1	-24	21
C[C@@H]1NC(=O)[C@H](CCCN=C(N)N)NC(=O)c2cc([N+](=O)[O-])cc(I)c2NCCC[C@@H](C(N)=O)NC1=O	-17	50
Cc1ccc(C(OC(=O)c2ccco2)C(=O)NC2CCCC2)cc1 (centres undefined)	-28	6
Cc1c(C(=O)O)oc2c1C(O)CC(C)(C)C2 (centres undefined)	3&-7	4&10
O=C(C1=C(O)C(=O)N(CCN2CCOCC2)C1c1ccc([N+](=O)[O-])cc1)c1cccs1 (centres undefined)	-19	11
CCOC(=O)c1cnc2ccccc2c1Nc1ccc(C(=O)O)cc1	-6	7
CCOC(=O)c1c(C)c(C(=O)NCCOC)c(C)n1CC	12	5
COCCNC(=S)N(CCN(C)C)Cc1cc2cc3c(cc2[nH]c1=O)OCO3	-2	9
CC1CC(C)(C)NC(=S)N1CCC(=O)NCc1ccc(F)cc1 (centres undefined)	-8	7
COc1ccc(C2=NCCn3nc4cc(OC)ccc4c32)cc1	-5	23
CNc1c([N+](=O)[O-])cnn1-c1ccccc1Cl	-9	11
Cc1cc(C)nc(NC(=O)c2ccc(Cl)cc2[N+](=O)[O-])c1	-13	11
CCCC(=O)CN1C(=O)C2(OCCO2)c2ccccc21	-7	15
NC(=O)c1oc2ccccc2c1NC(=O)C1CCCCC1	-11	15
Cc1cc(S(=O)(=O)Nc2ccc3cn[nH]c3c2)c(C)cc1Cl	7	28
COc1cc(NC(=O)c2cnc(N)s2)cc(C(=O)Nc2cccc(C(F)(F)F)c2)c1	-14	14
Cc1ccc(S(=O)(=O)N2CCN(C(=O)CSc3nnnn3C)CC2)c(C)c1	-4	10
COc1ccc(C2=NN(c3nc(-c4ccccc4)c(CC(=O)O)s3)C(c3ccco3)C2)cc1 (centres undefined)	-17	17
Cc1cccc(NC(=S)NNC(=O)c2csc3c2CCCC3)c1	24	20
CCOCCCNC(=O)C1CC(=O)N(CCc2ccccc2)C1 (centres undefined)	10	3
Cc1ccc(S(=O)(=O)NC(=O)NN2CC3CCCC3C2)cc1 (centres undefined)	-19	7
COc1ccc(CCNS(=O)(=O)c2ccc3c(c2)NC(=O)CCS3)cc1OC	-14	17
CS(=O)(=O)N1CCN(c2ccccc2NC(=O)C(c2ccccc2)c2ccccc2)CC1	-6	16

Copied from the list.
OX1R antag-2 with `CCCC(=O)CN1C(=O)C2(OCCO2)c2ccccc21` : 15
OX1R antag-1 with `Cc1ccc(S(=O)(=O)N2CCN(C(=O)CSc3nnnn3C)CC2)c(C)c1` : -4
OX1R antag-1 with `COc1ccc(CNC(=O)Cn2cccc2C(=O)c2ccccc2C)cc1` : -21
OX1R antag-1 with `O=C(COC(=O)C(c1ccccc1)c1ccccc1)NCc1ccco1` : -17

More compounds.
SMILES	OX1R antag-1	OX1R antag-2
CCc1ccccc1NC(=O)c1ccccc1N1C(=O)C2C3C=CC(C3)C2C1=O (centres undefined)	-8	36
CCN1CNC(=S)N(c2cccc(C)c2C)C1	-25	9
CN(Cc1cnn(C)c1)C(=O)C1CCC(=O)N(Cc2cccc(F)c2)C1 (centres undefined)	-4	18
CCNc1nc(OC)nc(SCC(N)=O)n1	-2	-4
N#C/C(=C\c1ccc([N+](=O)[O-])cc1)C(=O)Nc1ccccc1O	4	15
COc1ccc(C(CC(=O)O)NC(=O)Nc2ccccc2)cc1OC (centres undefined)	-2	2
CC(=O)CSc1ncnc2c1oc1ccccc12	-13	-49
Cn1ncc(Cl)c1C(=O)N1CCN(S(=O)(=O)c2ccc(Cl)s2)CC1	-19	5
CN1c2ccccc2Oc2nnc(N3CCN(Cc4ccccc4)CC3)cc21	-19	13
CC(C)(C)NC(=O)NC(=O)CN1C(=O)NC(c2ccccc2)(c2ccccc2)C1=O	-8	27
CC1(C)CC(=O)C2=C(C1)N(c1ccc(F)cc1)C(N)=C(C#N)C2c1cccs1 (centres undefined)	-37	8
CN(C)S(=O)(=O)c1ccc(S(=O)(=O)N(Cc2ccco2)Cc2ccccc2Cl)cc1	-3	15
COc1ccccc1C(=O)NCCNC(=O)c1ccc(C)nc1	-21	5
Cc1cc(C(=O)N/N=C2\CC(=O)c3ccccc32)c(C)n1-c1ccccc1	-25	39
O=C(N[C@H]1/C=C\[C@@H](O)CCCC1)OCc1ccccc1	-8	3
Cc1ccc(OCCC(=O)OCC(=O)Nc2ccc3[nH]c(=O)[nH]c3c2)cc1	-12	13
O=C(c1ccc(Cl)c([N+](=O)[O-])c1)N(Cc1cccc(Cl)c1)C1CCS(=O)(=O)C1 (centres undefined)	-19	21
O=C(c1cscn1)N1CCCC(N2CCN(c3ccc(F)cc3)CC2)C1 (centres undefined)	-15	28
O=C(NCC1CCCO1)c1c(O)nc2sccn2c1=O (centres undefined)	-3	30
O=C(Nc1ccc(N2CCOCC2)c(S(=O)(=O)Nc2ccccc2Cl)c1)c1ccccc1	7	8
O=C(c1n[nH]c(=O)c2ccccc12)N1CCOCC1	-7	1
CNc1ccccc(-c2ccc3cc4c(cc3n2)OCO4)c1=O	1	18
O=C(CN1CCN(c2ccc(F)cc2)CC1)c1cccs1	-4	5
COc1ccc(OCCOC(=O)CN2C(=O)NC3(CCCC3)C2=O)cc1	-16	14
CCc1nnnn1-c1ccc([N+](=O)[O-])cc1C	0	33

Record cards (already shown). Screens in order: OX1R antag-1, OX1R antag-2
Cn1ncc(Cl)c1C(=O)N1CCN(S(=O)(=O)c2ccc(Cl)s2)CC1 across the screens: -19, 5
CC(C)(C)NC(=O)NC(=O)CN1C(=O)NC(c2ccccc2)(c2ccccc2)C1=O across the screens: -8, 27
O=C(N[C@H]1/C=C\[C@@H](O)CCCC1)OCc1ccccc1 across the screens: -8, 3
CN(Cc1cnn(C)c1)C(=O)C1CCC(=O)N(Cc2cccc(F)c2)C1 (centres undefined) across the screens: -4, 18

(further entries)
SMILES	OX1R antag-1	OX1R antag-2
Cc1ccc(S(=O)(=O)N(C)c2ccc(C(=O)NCc3ccccc3F)cc2)cc1	-15	13
NCCCC[C@H]1NC(=O)[C@H](CCC(=O)O)NC(=O)c2cc([N+](=O)[O-])cc(I)c2OCC[C@@H](C(N)=O)NC1=O	-3	10
Cc1ccc2c(c1)N(CC(=O)NCC(C)c1ccccc1)C(=O)c1cccnc1O2 (centres undefined)	-5	6
C[C@H](NC(=O)c1cc2cc(Cl)ccc2n1C)C(=O)N[C@@H](Cc1ccccc1)C(=O)O	-3	-2
Cn1ncc2c(NNC(=O)C3CCCCC3)ncnc21	7	11
O=C(COC(=O)c1cccc([N+](=O)[O-])c1)NCc1ccc2c(c1)OCO2	-11	46
O=C(Nc1nc2ccccc2s1)c1cccc(S(=O)(=O)N2CCc3ccccc32)c1	-4	66
NC(=O)c1c(NC(=O)CSc2nnc(-c3ccccc3)n2CC2CCCO2)sc2c1CCC2 (centres undefined)	-26	27
Cc1nn2cnnc2c(C)c1Cc1ccc(Cl)cc1	-19	-5
Cc1cc(C)c(C)c(S(=O)(=O)NCC(=O)NCC2CCCCC2)c1C	-15	3
O=[N+]([O-])c1ccc(N2CCN(Cc3ccccc3)CC2)s1	-22	26
COc1ccc(CC(=O)N2N=C(c3ccncc3)CC2(O)C(F)(F)F)cc1 (centres undefined)	-7	-4
Oc1c(CN2CCOCC2)cc(-c2ccccc2)cc1CN1CCOCC1	-24	6
Cc1ccc2c(CSc3nncn3C)cc(=O)oc2c1C	-4	26
COc1ccc2c(c1)oc(=O)c1ccccc12	-14	16
CCn1c(=NC(=O)CSCC(=O)Nc2nccs2)sc2ccccc21	-13	41
Cc1cc(=O)oc2cc(NC(=O)c3cccc(Br)c3)ccc12	-7	10
O=C1CC(N2CCN(c3ccccc3)CC2)C(=O)N1CCc1ccccc1 (centres undefined)	-6	-1
COc1ccc(Nc2nnc(SCC(=O)NC3CC3)s2)cc1	-12	6
CCCn1c(NC(=O)c2cccc(C)c2C)nc2ccccc21	-29	24
c1ccc(Nc2nc(-c3ccncc3)nc3ccccc23)cc1	-21	7
O=C(N/N=C/c1cccnc1)c1cccc(Cl)c1	4	1
Cc1cc2[nH]ncc2cc1NC(=S)NC(=O)c1ccccc1	-13	-5
COC(=O)CSc1nnc(CNC(=O)c2cccs2)n1-c1cc(OC)ccc1OC	-10	11
NC(=O)C1CCN(CCC(=O)Nc2ccc(F)c(F)c2)CC1	-24	5

Sorted by value in OX1R antag-1 (highest first): seven of the compounds above
SMILES	OX1R antag-1	OX1R antag-2
C[C@H](NC(=O)c1cc2cc(Cl)ccc2n1C)C(=O)N[C@@H](Cc1ccccc1)C(=O)O	-3	-2
O=C(Nc1nc2ccccc2s1)c1cccc(S(=O)(=O)N2CCc3ccccc32)c1	-4	66
Cc1ccc2c(c1)N(CC(=O)NCC(C)c1ccccc1)C(=O)c1cccnc1O2 (centres undefined)	-5	6
COC(=O)CSc1nnc(CNC(=O)c2cccs2)n1-c1cc(OC)ccc1OC	-10	11
Cc1cc2[nH]ncc2cc1NC(=S)NC(=O)c1ccccc1	-13	-5
c1ccc(Nc2nc(-c3ccncc3)nc3ccccc23)cc1	-21	7
NC(=O)c1c(NC(=O)CSc2nnc(-c3ccccc3)n2CC2CCCO2)sc2c1CCC2 (centres undefined)	-26	27

New compounds follow
SMILES	OX1R antag-1	OX1R antag-2
COc1ccc(C2=NS(=O)(=O)N(C)C(C(=O)N3CCC(C(N)=O)CC3)=C2)cc1	2	9
Cc1nnc(SCc2nnc(-c3cccs3)o2)n1Cc1ccccc1	9	23
O=C(NCc1cccs1)c1cc2ccccc2o1	-7	23
CC(C)CNS(=O)(=O)c1cc(C(=O)OCC(=O)N(C)C2CCS(=O)(=O)C2)c(Cl)cc1Cl (centres undefined)	-19	30
CCCCOC(=O)Nc1nnc(-c2ccccc2OC)s1	-2	26
COc1ccc(N2CCN(C(=O)c3ccc4[nH]c(C)c(C)c4c3)CC2)cc1	-10	9
COc1cc(OC)c(Nc2cc(C)nc3nc(C)nn23)cc1Cl	-15	12
O=C(NCc1ccco1)C(c1ccccc1)N(C(=O)Cc1cccs1)c1ccccc1F (centres undefined)	-24	38
Cc1ccc(S(=O)(=O)NCC2CCC(C(=O)N3CCOCC3)CC2)cc1 (centres undefined)	-6	0
CC(c1ccccc1)C(CC(=O)O)C(=O)Nc1ccc(Cl)c(Cl)c1 (centres undefined)	-8	20
COc1ccc(NC(=O)Nc2cnccn2)c(OC)c1	6	-1
CCCc1nnc(NC(=O)CCC(=O)NCc2ccc(OC)cc2)s1	-9	21
